Source: PubChem BioAssay (Broad Institute)
PGC1a acetyl inh – PGC1a acetylation modulation, inhibitor mode; U2OS PGC1a acetylation, AlphaScreen anti-acetyl-lysine; with virally co-expressed GCN5 acetyltransferase; inhibition, % at 15.6 µM; hit rate 0.17% among 350,000;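 active means every replicate shows inhibition of at least 40%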;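 further: 0% = neutral control wells and 100% = positive control wells; some results beyond the cut were filed as inactive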
Cneo AK release – Cryptococcus neoformans lysis via adenylate kinase release | C. neoformans lysis, adenylate kinase release luminescence, 4 h; normalised: neutral wells 0, clomiphene wells 100 | hit rate 0.2% among 360,000 | lysis activity, % at 15 µM;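 active means mean lysis activity across replicates of at least 80%, whatever share of replicates individually reach that level; inactive means mean lysis activity below 80%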
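Material – Cryptococcus neoformans yeast cells · Quantity – 5 × 10^6 yeast cells/mL · Buffer or medium – YPD medium · Compound – single dose · Timing – 4 h static compound exposure, 37 °C, read 1 h post-reagent · Signal – adenylate kinase release luminescence · Read-out basis – lysis from increased AK signal · Benchmarks – Clomiphene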
E-selectin induc – induces E-selectin expression in human endothelial cells; HUVEC E-selectin immunofluorescence imaging; normalized: neutral wells 0, TNF-alpha wells 100; activation, % at 7.58 µM; hit rate 0.37% among 260,000; AID 686992;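 active means mean E-selectin-positive cell signal at least 10% of the positive control, reached in at least 60% of replicates, without over 20% cell loss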;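 further: in these data hits start at about 27%; measured in HUVEC primary endothelial cells; signal is the percent of cells scored E-selectin positive by PE staining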
Target sequence (P16581 whole entry, looked up): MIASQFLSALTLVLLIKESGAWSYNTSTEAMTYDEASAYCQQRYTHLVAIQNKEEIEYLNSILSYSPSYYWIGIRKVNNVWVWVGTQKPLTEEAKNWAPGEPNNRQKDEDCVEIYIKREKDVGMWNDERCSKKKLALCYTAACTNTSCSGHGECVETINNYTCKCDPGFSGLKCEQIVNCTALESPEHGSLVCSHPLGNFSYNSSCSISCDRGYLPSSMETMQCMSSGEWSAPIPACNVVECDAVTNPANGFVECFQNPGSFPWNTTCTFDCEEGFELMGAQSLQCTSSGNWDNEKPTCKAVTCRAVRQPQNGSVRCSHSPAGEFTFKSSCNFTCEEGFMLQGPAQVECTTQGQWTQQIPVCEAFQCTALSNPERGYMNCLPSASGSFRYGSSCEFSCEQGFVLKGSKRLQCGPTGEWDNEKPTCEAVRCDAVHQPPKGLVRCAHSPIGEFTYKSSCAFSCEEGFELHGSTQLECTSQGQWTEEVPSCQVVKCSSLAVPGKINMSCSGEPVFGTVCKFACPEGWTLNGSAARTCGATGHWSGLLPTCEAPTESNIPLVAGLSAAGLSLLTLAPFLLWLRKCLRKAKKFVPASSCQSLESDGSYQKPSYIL
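assay system = HUVEC, human umbilical vein endothelial cells | input = 3,000 HUVEC seeded per well | medium = EGM-2 growth medium on 0.1% gelatin-coated wells | dosing = one compound dose added by pin transfer | signal = immunofluorescence imaging | read-out basis = % PE-positive cells | control set = TNF-alpha, DMSO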
miR-122 sensor – inhibitors of miR-122 in Huh7 cells; activation (reporter increase), % at 12.5 µM; hit rate 0.3% among 340,000; AID 602342; Huh7 miR-122 Renilla luciferase sensor, 48 h; neutral wells = 0, positive control = 100;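 active means mean replicate activation score at least 90 and every replicate individually at or above 90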;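 further: higher luciferase means less miR-122 activity so hits act as miR-122 inhibitors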
ERAP1 HTS inh – blocks human ERAP1 aminopeptidase activity. Q9NZ08. recombinant ERAP1, Leu-AMC fluorescence, 60 min. inhibition, % at 10.7 µM. hit rate 0.15% among 340,000;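 active means mean replicate inhibition of at least 30%, or all replicates individually reaching that 30% level; inactive means mean below 30% and not every replicate reaching it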;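 further: 0% = neutral control wells and 100% = L-leucinethiol positive control wells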
PglD inh – inhibitors of Campylobacter jejuni PglD acetyltransferase | purified PglD enzyme, DTNB colorimetric CoA detection | inhibition, % at 12.5 µM | hit rate 0.098% among 360,000 | AID 602405; in the data active means inhibition above about 16%, passing the limit was not always enough; further: strong numbers were not always called active
RAD52 inh – blocks human RAD52 DNA annealing; P43351; recombinant RAD52 DNA annealing, FRET fluorescence; inhibition, % at 18.7 µM; hit rate 0.46% among 360,000; AID 651710;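 active means every replicate showing at least 50% inhibition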
Target sequence (P43351 whole entry, looked up): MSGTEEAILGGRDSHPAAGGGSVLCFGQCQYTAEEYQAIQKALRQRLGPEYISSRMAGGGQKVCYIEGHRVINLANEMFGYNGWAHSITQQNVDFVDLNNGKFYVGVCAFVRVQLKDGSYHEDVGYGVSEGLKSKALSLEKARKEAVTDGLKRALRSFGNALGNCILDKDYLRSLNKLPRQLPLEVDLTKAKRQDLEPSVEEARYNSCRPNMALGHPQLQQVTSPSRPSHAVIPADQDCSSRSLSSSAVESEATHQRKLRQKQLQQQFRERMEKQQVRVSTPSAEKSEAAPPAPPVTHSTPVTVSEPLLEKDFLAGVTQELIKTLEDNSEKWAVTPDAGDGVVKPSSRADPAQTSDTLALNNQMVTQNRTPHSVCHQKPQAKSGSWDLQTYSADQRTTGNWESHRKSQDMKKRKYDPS
RAD54 inh – blocks human RAD54 Holliday junction branch migration; inhibition, % at 10.4 µM; FAM/BHQ fluorescence; AID 602329; hit rate 0.14% among 360,000;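 active means mean normalized replicate activity at least 40 and at least half of replicates scoring 40 or more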;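 further: 0% = median of neutral control wells and 100% = median of positive control wells; inhibitors cause a drop in the FAM fluorescence signal; in these data hits start at about 50%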
* hit, by the source's call; / = no result given; [ ] = remark or other dose.

(1) CC(C)CC#Cc1ccc2c(c1)O[C@H](CN(C)C(=O)Cc1ccccn1)[C@H](C)CN([C@@H](C)CO)S2(=O)=O
(2) O=C(CN1C(=O)NC2(CCc3ccccc32)C1=O)Nc1cccc(Cl)c1 (stereo not drawn)
(3) COCC#Cc1ccc([C@@H]2[C@H](CO)N3C(=O)CN(C(=O)CN4CCOCC4)C[C@@H]23)cc1
(4) CCOC(=O)C1CCN(S(=O)(=O)c2ccc3[nH]c4c(c3c2)CCCC4)CC1
(5) COc1ccc(C)cc1NC(=O)CSc1nnc(CC(=O)Nc2ccccc2C)n1C

Compound,1,2,3,4,5
PGC1a acetyl inh,-7,-2,3,8,11
Cneo AK release,-3,-1,/,3,0
E-selectin induc,-0.2,0.6,-0.2,/,/
miR-122 sensor,8[16.7 µM],4,/,0,/
ERAP1 HTS inh,-3,-4,0,-1,/
PglD inh,1,3,/,-3,-1
RAD52 inh,-3,-26,-4,-17,/
RAD54 inh,0,-6,/,-14,-1

Ordered by length of the SMILES (high to low): part of the list above.
(1) CC(C)CC#Cc1ccc2c(c1)O[C@H](CN(C)C(=O)Cc1ccccn1)[C@H](C)CN([C@@H](C)CO)S2(=O)=O
(3) COCC#Cc1ccc([C@@H]2[C@H](CO)N3C(=O)CN(C(=O)CN4CCOCC4)C[C@@H]23)cc1
(4) CCOC(=O)C1CCN(S(=O)(=O)c2ccc3[nH]c4c(c3c2)CCCC4)CC1
(5) COc1ccc(C)cc1NC(=O)CSc1nnc(CC(=O)Nc2ccccc2C)n1C
(2) O=C(CN1C(=O)NC2(CCc3ccccc32)C1=O)Nc1cccc(Cl)c1 (stereo not drawn)

Compound,1,3,4,5,2
PGC1a acetyl inh,-7,3,8,11,-2
Cneo AK release,-3,/,3,0,-1
E-selectin induc,-0.2,-0.2,/,/,0.6
miR-122 sensor,8[16.7 µM],/,0,/,4
ERAP1 HTS inh,-3,0,-1,/,-4
PglD inh,1,/,-3,-1,3
RAD52 inh,-3,-4,-17,/,-26
RAD54 inh,0,/,-14,-1,-6

New compounds follow
(6) O=C(C[C@@H]1C=C[C@H](NS(=O)(=O)c2ccc(F)cc2)[C@H](CO)O1)NCc1ccc(Cl)c(Cl)c1
(7) CCOC(=O)c1cnc2ccc(C(=O)OC)cc2c1NCCCN1CCOCC1
(8) CCOc1ccc(N(CC(=O)Nc2ccc(C)cc2C)S(C)(=O)=O)cc1
(9) O=C(c1ccccc1C(=O)N1CCN(c2ccccc2F)CC1)N1CCN(c2ccccc2F)CC1
(10) CCOC(=O)c1cnc(SC)nc1Sc1ccc(Cl)cc1Cl

Compound,6,7,8,9,10
PGC1a acetyl inh,-2,-2,/,-7,4
Cneo AK release,0,-3,4,-1,-1
E-selectin induc,-0.4,0.5,/,/,/
miR-122 sensor,/,1,/,3,-4
ERAP1 HTS inh,0,1,0,/,/
PglD inh,0,-3,3,-3,3
RAD52 inh,-16,-2,-2,/,/
RAD54 inh,-3,42,6,-6,9

(11) O=C(CCN1C(=O)/C(=C/c2ccccc2)SC1=S)NNC(=O)c1ccncc1
(12) O=C(N[C@H]1CC[C@@H](CCn2cc(-c3ccccc3)nn2)O[C@H]1CO)c1ccccc1F
(13) COc1ccc(CCNC(=O)CCSCc2ccccc2F)cc1OC
(14) COc1cc(/C=N/NC(=O)c2cccc(NC(=O)c3ccccc3C)c2)ccc1O
(15) COc1ccc(NC(=O)CSc2nc3ccccc3c(=O)n2CCCN2CCC(C)CC2)c(OC)c1

Compound,11,12,13,14,15
PGC1a acetyl inh,-1,9,2,/,0
Cneo AK release,/,1,-3,1,0
E-selectin induc,/,-0.1,/,/,-0.2
miR-122 sensor,1,/,/,/,1
ERAP1 HTS inh,0,0,0,-2,5
PglD inh,/,0,-2,4,6
RAD52 inh,-17,6,4,-3,-10
RAD54 inh,/,0,-7,4,5

(16) COc1ccc([C@H]2C[C@H](O)[C@@H](n3cc(C4CC4)nn3)CN2CC2CCCCC2)cc1
(17) COC(=O)C[C@@H]1C[C@@H]2c3cc(NS(=O)(=O)c4ccccc4)ccc3O[C@@H]2[C@@H](CO)O1
(18) O=C(NCC[C@H]1CC[C@H](NC(=O)C2CC2)[C@H](CO)O1)Nc1ccc(Cl)cc1
(19) O=C(C[C@@H]1C[C@H]2c3cc(NC(=O)Nc4ccc(C(F)(F)F)cc4)ccc3O[C@H]2[C@H](CO)O1)NCc1cc(F)ccc1F
(20) COc1ccc(-c2nc(SCc3ccc(C#N)cc3)[nH]c(=O)c2C#N)cc1

Compound,16,17,18,19,20
PGC1a acetyl inh,/,-5,4,-15,10
Cneo AK release,1,-2,2,42,-2
E-selectin induc,0.1,/,-0.1,2.2,-0.1
miR-122 sensor,-5,0,/,3[16.7 µM],-9
ERAP1 HTS inh,8,1,-1,-1,-3
PglD inh,2,-7,-1,2,-4
RAD52 inh,-17,-8,4,4,-5
RAD54 inh,4,-7,6,10,-4

(21) O=C(COc1cccc2cccnc12)Nc1cccc(S(=O)(=O)N2CCCC2)c1
(22) Cc1cccc(C(=O)c2c(N)sc3c2CCC(C)C3)c1 (stereo not drawn)
(23) O=C(N/N=C\c1cc(Cl)ccc1O)c1ccc(S(=O)(=O)N2CCCCC2)cc1
(24) CC(NS(=O)(=O)OCC(Cl)(Cl)Cl)c1ccc(C(C)(C)C)cc1 (stereo not drawn)
(25) C[C@@H]1CN([C@@H](C)CO)C(=O)c2cccc(NC(=O)c3ccc(-c4nccs4)cc3)c2O[C@@H]1CN(C)Cc1ccccc1

Compound,21,22,23,24,25
PGC1a acetyl inh,-10,3,/,-12,-5
Cneo AK release,1,2,1,2,-2
E-selectin induc,/,/,/,0.1,0.2
miR-122 sensor,-1,12,-23,8,-1[16.7 µM]
ERAP1 HTS inh,3,0,/,2,-2
PglD inh,5,12,-8,-4,0
RAD52 inh,-13,-13,/,6,14
RAD54 inh,-5,6,-6,0,-5

(26) CC=Cc1cc(OC)c2c(c1)C(C)C(c1ccc(O)c(OC)c1)O2 (stereo not drawn)
(27) COc1ccc(NC(=O)Nc2cc(C)ccc2OC(F)F)c(OC)c1
(28) CCOC(=O)N1CCN(C(=O)c2cccc(-n3c(=S)[nH]c4cc(Cl)ccc4c3=O)c2)CC1
(29) COc1ccc(Cn2c(=O)sc3ccccc32)cc1
(30) CCCC(C(=O)NC1CCCC1)N(Cc1cccs1)C(=O)c1snc(C(N)=O)c1N (stereo not drawn)

Compound,26,27,28,29,30
PGC1a acetyl inh,-9,5,-12,12,2
Cneo AK release,1,3,-3,1,-2
E-selectin induc,-0.1,/,/,/,/
miR-122 sensor,11,3,-11,11,7
ERAP1 HTS inh,0,/,/,/,/
PglD inh,-3,7,-6,0,2
RAD52 inh,-85,/,/,/,/
RAD54 inh,13,-14,2,-2,-10

(31) Cc1cc(=O)[nH]c(SCc2cccc(F)c2)n1
(32) Fc1cccc(-c2c(-c3ccccc3)ncc3cc(F)ccc23)c1
(33) O=C(C[C@@H]1CC[C@H](NC(=O)Cc2ccccn2)[C@H](CO)O1)NCCc1ccccc1
(34) COc1ccc(-c2cc(C)no2)cc1S(=O)(=O)N1CCN(C(=O)c2ccco2)CC1
(35) COc1ccccc1C(=O)n1nc(-c2ccccc2)nc1NCc1ccco1

Compound,31,32,33,34,35
PGC1a acetyl inh,-4,-2,0,/,10
Cneo AK release,0,1,81*,2,1
E-selectin induc,/,-0.2,-0.7,-0.2,/
miR-122 sensor,0,0,/,/,-5
ERAP1 HTS inh,/,3,0,0,/
PglD inh,4,-2,2,-4,-3
RAD52 inh,/,-14,1,-30,/
RAD54 inh,-4,11,-5,4,-1

(36) Cc1ccc(C)c(NC(=O)CN(C)C(=O)c2cc([N+](=O)[O-])ccc2N2CCOCC2)c1
(37) CC12C=CC(=O)C=C1CCC1C3CCC(O)(C(=O)CO)C3(C)CC(O)C12F (stereo not drawn)
(38) COc1ccc(Cl)cc1N(CC(=O)N1CCCC1)S(C)(=O)=O
(39) O=C(C[C@H]1C[C@H]2c3cc(NC(=O)Nc4ccc(C(F)(F)F)cc4)ccc3O[C@H]2[C@H](CO)O1)NC1CCCCC1
(40) CC1CCCN(S(=O)(=O)c2ccc(C(=O)Nc3nnc(C4=COCCO4)o3)cc2)C1 (stereo not drawn)

Compound,36,37,38,39,40
PGC1a acetyl inh,6,9,12,-11,/
Cneo AK release,/,/,-1,3,1
E-selectin induc,/,-0.1,0.4,-0.3,0.4
miR-122 sensor,-2,-1,-4,4[16.7 µM],-2
ERAP1 HTS inh,5,0,3,0,-1
PglD inh,/,/,9,-3,1
RAD52 inh,0,-4,0,-2,-17
RAD54 inh,/,/,-7,2,-20

(41) Cc1ccc(S(=O)(=O)N[C@@H]2CC[C@H](CCNC(=O)c3ccccc3F)O[C@H]2CO)cc1
(42) CCn1c(C)cc(C(=O)CN2C(=O)c3ccccc3S2(=O)=O)c1C
(43) CCOc1ccc2nc(SCC(=O)N3CCCCCC3)c(C#N)cc2c1
(44) O=C(NC1C2CC3CC(C2)CC1C3)C1CCCCC1 (stereo not drawn)
(45) CCc1nc2ccc(C(=O)N3CCN(C(=O)c4ccco4)CC3)cn2c1N(C)Cc1nccs1

Compound,41,42,43,44,45
PGC1a acetyl inh,-14,/,7,8,10
Cneo AK release,22,-1,-1,0,1
E-selectin induc,0.8,-0.6,/,0.3,-0.3
miR-122 sensor,-3[16.7 µM],/,20,0,-4
ERAP1 HTS inh,-2,-1,/,-1,-2
PglD inh,-6,-2,-2,-5,0
RAD52 inh,14,-4,/,-4,-28
RAD54 inh,7,-1,-8,7,1

(46) Nc1nc(-c2ccc(Cl)cc2)nnc1-c1ccc(Br)cc1
(47) COc1ccc2c3c([nH]c2c1)[C@@H](CO)N(Cc1nccs1)CC31CN(Cc2ccncc2)C1
(48) CC(=O)Nc1ccc(NC(=O)C2CCN(c3c(Cc4ccccc4)c(C)nc4ncnn34)CC2)cc1
(49) CC(C)CN1CCN=C1Nc1ccccc1
(50) O=C(CSc1ccc(Br)cc1)NC1CCCCCC1

Compound,46,47,48,49,50
PGC1a acetyl inh,-16,-3,1,3,12
Cneo AK release,3,/,-3,2,-3
E-selectin induc,/,0.1,/,0.0,0.0
miR-122 sensor,-4,/,-2,2,9
ERAP1 HTS inh,3,-3,/,-1,-7
PglD inh,4,/,-2,7,-2
RAD52 inh,-20,-42,/,5,-5
RAD54 inh,0,/,-1,-5,-15

(51) C=CCn1c(C)nnc1SCC(=O)c1c(N)n(C2CC2)c(=O)[nH]c1=O
(52) COCC(=O)N(C)C[C@@H]1Oc2cc(-c3ccc(OC)cc3)ccc2S(=O)(=O)N([C@H](C)CO)C[C@@H]1C
(53) COc1ccc(CN(C)C[C@@H]2OCCCC[C@H](C)Oc3ccc(NC(=O)Nc4ccc(C(F)(F)F)cc4)cc3C(=O)N([C@H](C)CO)C[C@@H]2C)cc1
(54) CCc1ccc(-c2nc(CS(=O)CC(=O)NC3CCCCCC3)c(C)o2)cc1 (stereo not drawn)
(55) CCc1ccccc1NC(=O)CNC(=O)c1n[nH]c(=O)c2ccccc12

Compound,51,52,53,54,55
PGC1a acetyl inh,/,-3,-27,3,2
Cneo AK release,-2,2,5,-3,-2
E-selectin induc,/,-0.1,/,/,-0.7
miR-122 sensor,/,-3[16.7 µM],-31[16.7 µM],9,/
ERAP1 HTS inh,3,-1,-3,1,2
PglD inh,3,2,-1,0,-3
RAD52 inh,-1,10,53*,-20,7
RAD54 inh,-9,-6,-7,18,4
